Compound activity: PubChem, National Center for Advancing Translational Sciences (NCATS)
KDM5B inh = Primary screen for KDM5B Histone Demethylases FDH-coupled qHTS. 2.6% of 220,000 active. Potency, µM (series often up to 57.7 µM), for inactives: top-dose activity change, negative = inhibition, usual class: inhibitors. Lysine-specific demethylase 5B (Homo sapiens), Q9UGL1. KDM5B demethylase, FDH-coupled NADH fluorescence (FDH is formaldehyde dehydrogenase); active = well fitted inhibition curve with a large enough effect; inconclusive = small, poorly fitted or top-dose-only effect; inactive = no such curve, though single readings can be large or run the other way; also: 0% is about no effect; nearly all actives have a fitted effect of over 70% in size
Target sequence (Q9UGL1 whole entry, looked up): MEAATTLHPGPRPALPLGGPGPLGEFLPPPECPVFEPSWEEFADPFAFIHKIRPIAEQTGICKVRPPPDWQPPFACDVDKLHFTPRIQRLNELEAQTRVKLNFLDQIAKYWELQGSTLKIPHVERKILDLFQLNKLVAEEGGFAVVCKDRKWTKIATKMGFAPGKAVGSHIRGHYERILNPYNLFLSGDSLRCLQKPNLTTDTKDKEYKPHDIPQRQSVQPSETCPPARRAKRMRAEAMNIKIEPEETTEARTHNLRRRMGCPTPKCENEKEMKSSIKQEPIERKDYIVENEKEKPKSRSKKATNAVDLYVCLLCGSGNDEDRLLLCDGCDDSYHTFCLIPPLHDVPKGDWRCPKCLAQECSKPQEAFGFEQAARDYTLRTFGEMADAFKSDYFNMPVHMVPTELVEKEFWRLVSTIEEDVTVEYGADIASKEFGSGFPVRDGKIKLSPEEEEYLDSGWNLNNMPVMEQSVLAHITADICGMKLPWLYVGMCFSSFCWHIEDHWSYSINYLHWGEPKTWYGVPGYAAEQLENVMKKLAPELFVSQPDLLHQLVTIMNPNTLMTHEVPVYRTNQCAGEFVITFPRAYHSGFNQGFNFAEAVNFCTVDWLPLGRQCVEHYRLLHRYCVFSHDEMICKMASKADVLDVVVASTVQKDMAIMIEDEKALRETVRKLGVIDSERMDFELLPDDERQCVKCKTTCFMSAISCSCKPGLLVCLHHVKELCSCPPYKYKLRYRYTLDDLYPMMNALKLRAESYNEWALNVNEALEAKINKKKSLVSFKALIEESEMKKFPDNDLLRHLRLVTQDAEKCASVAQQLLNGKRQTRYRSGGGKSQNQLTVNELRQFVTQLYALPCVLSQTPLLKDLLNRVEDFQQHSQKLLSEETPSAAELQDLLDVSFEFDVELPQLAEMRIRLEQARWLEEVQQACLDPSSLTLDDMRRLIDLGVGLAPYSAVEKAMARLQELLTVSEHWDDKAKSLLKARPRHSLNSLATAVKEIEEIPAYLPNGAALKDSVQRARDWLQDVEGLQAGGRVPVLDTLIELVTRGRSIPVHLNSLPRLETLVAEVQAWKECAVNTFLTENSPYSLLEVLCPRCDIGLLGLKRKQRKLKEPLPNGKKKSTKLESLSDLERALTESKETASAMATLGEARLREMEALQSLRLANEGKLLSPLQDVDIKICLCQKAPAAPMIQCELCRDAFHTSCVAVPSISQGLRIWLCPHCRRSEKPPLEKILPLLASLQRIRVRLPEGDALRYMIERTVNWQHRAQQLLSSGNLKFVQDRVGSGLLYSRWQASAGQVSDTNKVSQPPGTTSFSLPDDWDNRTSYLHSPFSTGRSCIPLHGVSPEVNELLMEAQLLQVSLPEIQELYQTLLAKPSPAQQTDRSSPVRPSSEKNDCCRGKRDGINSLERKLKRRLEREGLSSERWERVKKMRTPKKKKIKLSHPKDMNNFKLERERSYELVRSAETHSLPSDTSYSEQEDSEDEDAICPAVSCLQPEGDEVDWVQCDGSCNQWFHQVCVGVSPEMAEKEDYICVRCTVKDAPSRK
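Here, H3K4me3 peptide (12.5 µM in substrate mix) is demethylated by KDM5BΔAP, 200 nM final, after 10 min compound exposure. Formaldehyde product is coupled through FDH (0.25 U/mL in mix) to NADH fluorescence; 30-min ΔRFU feeds dose-response curves.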
An asterisk follows results filed as active; [ ] = another dose, or the depositor's remark. Potency is read from the fitted curve at half-maximal effect.

For COc1ccc(-c2nc(C)nc3c2CCN([S+](=O)([O-])c2ccccc2)CC3)cc1 the results were KDM5B inh -5.2%.
`CN(CC(=O)Nc1ccccc1Cl)CC(=O)N1CCC(Cc2ccccc2)CC1` gave KDM5B inh inconclusive.
Screening CCN(CC)C(=O)Cn1c(=O)n(CCCCCC(=O)NCc2ccc3c(c2)OCO3)c(=O)c2sccc21 returned KDM5B inh -14.2%.
For O=C(c1cc2ccccc2o1)N1CCN(S(=O)(=O)c2c(F)cccc2F)CC1 the results were KDM5B inh -13.6%.
For COC[C@H]1CCCN1Cc1nc(C2(O)CCN(Cc3ccc(C(F)(F)F)cc3)CC2)cs1 the results were KDM5B inh 2.5%.
Screening COCCCNS(=O)(=O)c1cccc2cc(C)cnc12 returned KDM5B inh 11.7%.
Screening COc1cccc(Cn2c(C)c(CNCCc3c[nH]c4ccccc34)c(C(=O)O)c2C)c1 returned KDM5B inh 10.1%.
Screening CCc1ccccc1NC(=O)Cn1ccn2nc(-c3ccc(F)cc3)c(CO)c2c1=O returned KDM5B inh inconclusive.
For CC(C)c1noc(C(C)Nc2ccc3oc(C4CC4)nc3c2)n1 (stereo not drawn) the results were KDM5B inh inconclusive.
Cc1ccc2c(c1)N1C(=O)OC[C@@H]1CCN(Cc1cccc(Cl)c1)C2 was read as KDM5B inh 19.2%[86.2 µM].
Cc1ccc(C(=O)C(C)OC(=O)C2CC3CCCC(C2)C3=O)cc1C (stereo not drawn) was read as KDM5B inh -16.9%.
For CCc1cc(C(c2ccc(OC)cc2)N2CCOCC2)c(NC(=O)c2ccco2)s1 (stereo not drawn) the results were KDM5B inh inconclusive.
`COc1cc(/C=C2\SC(=S)N(NS(=O)(=O)c3ccccc3)C2=O)cc(OC)c1OC` gave KDM5B inh -17.9%.
`CC(C)Cc1nnc(NC(=O)c2cc(=O)c3ccccc3o2)s1` gave KDM5B inh 12.6%.
Screening CC(NC(=O)NOCc1ccccc1)c1ccc(C#N)cc1 (stereo not drawn) returned KDM5B inh 16.5%.
For O=C(Nc1ccc(-c2nnc3n2CCCC3)cc1)c1ccc(F)cc1 the results were KDM5B inh 32.6%[activator].
Cc1ccsc1C(=O)Nc1nccs1 was read as KDM5B inh -7.2%.
For COc1ccc(-c2ccccc2CN)cc1 the results were KDM5B inh 18.4%[149 µM].
For COc1cccc(OC)c1C(=O)Nc1ccc(-c2nc3ccc(C)cc3o2)cc1 the results were KDM5B inh inconclusive.
`O=C(NCCc1ccccc1)N1CCCC(c2nc(CCOc3ccc(F)cc3)no2)C1` (stereo not drawn) gave KDM5B inh 2.3%.

Six entries drawn at random from those above:
For COc1ccc(-c2nc(C)nc3c2CCN([S+](=O)([O-])c2ccccc2)CC3)cc1 the results were KDM5B inh -5.2%.
Screening CCc1ccccc1NC(=O)Cn1ccn2nc(-c3ccc(F)cc3)c(CO)c2c1=O returned KDM5B inh inconclusive.
`CN(CC(=O)Nc1ccccc1Cl)CC(=O)N1CCC(Cc2ccccc2)CC1` gave KDM5B inh inconclusive.
For CCc1cc(C(c2ccc(OC)cc2)N2CCOCC2)c(NC(=O)c2ccco2)s1 (stereo not drawn) the results were KDM5B inh inconclusive.
For O=C(c1cc2ccccc2o1)N1CCN(S(=O)(=O)c2c(F)cccc2F)CC1 the results were KDM5B inh -13.6%.
Cc1ccc(C(=O)C(C)OC(=O)C2CC3CCCC(C2)C3=O)cc1C (stereo not drawn) was read as KDM5B inh -16.9%.

The listing continues.
Screening COc1ccccc1OC(C)C(=O)c1ccc(C)cc1 (stereo not drawn) returned KDM5B inh 11.2%.
Screening O=C(Cn1ccn2nc(-c3ccc(F)cc3)c(CO)c2c1=O)Nc1ccc(F)cc1F returned KDM5B inh inconclusive.
`CN(c1ccc(C(=O)N2CCOCC2)cc1)S(=O)(=O)c1ccc(Cl)cc1` gave KDM5B inh inconclusive.
Screening CCOc1cc(C2NC(=S)NC(C)=C2C(=O)Nc2ccccc2)ccc1O (stereo not drawn) returned KDM5B inh -30.4%.
`O=C(/C=C/c1ccc(Cl)cc1Cl)c1cc(Cl)ccc1O` gave KDM5B inh -10.3%.
`CCS(=O)(=O)N1CC(F)(F)C[C@H]1c1nc(CCOC)no1` gave KDM5B inh -0.1%.
Cc1c(C(=O)CSc2nnc(C3CC3)n2C)sc2ccccc12 was read as KDM5B inh -7.1%.
Cc1cccc(C(=O)N2C[C@@H](CO)[C@H](N(C)C)C2)n1 was read as KDM5B inh 13.2%.
For N#CCc1nc(N)c2ccccc2n1 the results were KDM5B inh -12.8%.
Screening Cc1cc(C[C@@H]2COC[C@@H]2NC(=O)c2cc3cc(F)ccc3n2C)on1 returned KDM5B inh inconclusive.
Screening Cc1cccnc1CN1CCN(c2ncncn2)CC1 returned KDM5B inh -29.7%.
O=S(=O)(c1ccccc1)N1CCCC(Cc2noc(-c3cccnc3)n2)C1 (stereo not drawn) was read as KDM5B inh 5.7%.
O=C(O)CC(c1ccncc1)c1c[nH]c2ccccc12 (stereo not drawn) was read as KDM5B inh inconclusive.
O=C(COc1ncnc2cc(Cl)ccc12)c1ccccc1 was read as KDM5B inh 19.6%.
`O=C(Cc1ccccc1[N+](=O)[O-])Nc1ccc2oc(C3CC3)nc2c1` gave KDM5B inh 11.4%.
`COC(=O)CNC(=O)N1CCC(N2C(=O)C(OCC3CC3)C23CCCCC3)CC1` (stereo not drawn) gave KDM5B inh -12.5%.
For COc1ccc(C2Cn3cnc(-c4nc(-c5ccc(OC)cc5OC)no4)c3CO2)cc1 (stereo not drawn) the results were KDM5B inh -5.0%.
`O=C(Cn1c(=O)nc(-c2ccccc2)c2cc(Cl)ccc21)NCCCc1ccccc1` gave KDM5B inh inconclusive.
`Cn1c(=O)c2c(SCC(=O)Nc3ccccc3C(F)(F)F)nc(C3CCCC3)nc2n(C)c1=O` gave KDM5B inh 1.6%.
Screening COc1ccc(C(=O)Nc2noc3ccccc23)cc1 returned KDM5B inh -10.3%.
Cc1cccc(NC(=O)COC(=O)CCc2nc3ccccc3s2)c1C was read as KDM5B inh -0.2%.
`CCc1cc2c(cc3c(=O)n(CC(=O)N4CCN(c5cc(Cl)ccc5C)CC4)ncn32)s1` gave KDM5B inh 8.7%.
Screening O=C(CCCCn1c(=O)[nH]c2ccsc2c1=O)N1CCN(c2cccc(C(F)(F)F)c2)CC1 returned KDM5B inh -9.7%.
c1ccc(-n2cc(CN(Cc3ccccn3)CC3CCCO3)nn2)cc1 (stereo not drawn) was read as KDM5B inh inconclusive.
For COc1cc(NC(=O)c2cc3ccccc3cc2O)c(OC)cc1Cl the results were KDM5B inh inconclusive.
Screening CC(C)c1cccc(NC(=O)c2cc3n(n2)CC(c2ccc4c(c2)OCO4)OC3)c1 (stereo not drawn) returned KDM5B inh inconclusive.
`O=C(CN1CCN(c2ccccc2)CC1)Nc1nc(-c2ccc(Cl)cc2)cs1` gave KDM5B inh 19.4%.
O=C(CN1CCN(c2ccccc2)CC1)Nc1ccc(F)cc1 was read as KDM5B inh 9.9%.
For CCOC(=O)N1CCC(NC(=O)c2ccc3c(c2)N(Cc2cccc(C)c2)C(=O)c2ccccc2S3(=O)=O)CC1 the results were KDM5B inh -27.7%.
Screening CC(O)CNc1nc2c(c(=O)n(Cc3ccc(Cl)c(Cl)c3)c(=O)n2C)n1C (stereo not drawn) returned KDM5B inh 20.5%.
For COc1ccccc1-c1noc(CSc2nnc(-c3ccccc3)n2-c2ccc(C)c(C)c2)n1 the results were KDM5B inh -3.6%.
For CC(=O)c1cc2c(cc1NC(=O)c1cc3ccccc3o1)OCO2 the results were KDM5B inh 9.5%.
Screening CCC(C)[C@H](NC(=O)N1CCCCCC1)C(=O)O (stereo partly drawn) returned KDM5B inh -9.6%.
`Cc1cc(C)c(S(=O)(=O)NCCc2sc(-c3cccnc3)nc2C)c(C)c1` gave KDM5B inh inconclusive.
Screening Cc1cc(C)cc(N2CCN(c3cc(C4CC(O)C4)ncn3)CC2=O)c1 (stereo not drawn) returned KDM5B inh 44.0%[activator].
Screening Fc1ccc(CCNc2nccc(-c3cccnc3)n2)cc1 returned KDM5B inh inconclusive.
Cc1cc(Cl)ccc1-n1c(-c2cccnc2)n[nH]c1=S was read as KDM5B inh 12.4%.
Screening O=C(CSc1ncnc2ccccc12)Nc1ccccc1C(=O)Nc1ccccc1 returned KDM5B inh 9.3%.
`Cc1ccc(NC(=O)C2CCN(c3nnc(C)c4c(C)n(-c5ccccc5)nc34)CC2)cc1Cl` gave KDM5B inh 5.5%.
`COc1ccccc1CNC(=O)NCc1noc2ccc(C)cc12` gave KDM5B inh 19.9%.

The list goes on; the last four above are carried over.
Cc1cc(Cl)ccc1-n1c(-c2cccnc2)n[nH]c1=S was read as KDM5B inh 12.4%.
Screening O=C(CSc1ncnc2ccccc12)Nc1ccccc1C(=O)Nc1ccccc1 returned KDM5B inh 9.3%.
`Cc1ccc(NC(=O)C2CCN(c3nnc(C)c4c(C)n(-c5ccccc5)nc34)CC2)cc1Cl` gave KDM5B inh 5.5%.
`COc1ccccc1CNC(=O)NCc1noc2ccc(C)cc12` gave KDM5B inh 19.9%.
`O=c1cc(-c2ccncc2)oc2c(-c3cccc(O)c3)nccc12` gave KDM5B inh inconclusive.
`Cc1cnc(NC(=O)c2nn(C(C)C)c(=O)c3ccccc23)s1` gave KDM5B inh 13.7%.
For CCNC(=O)NC(=O)CSc1nnc(-c2ccccc2)c(-c2ccccc2)n1 the results were KDM5B inh 15.7%.
For CSc1ccccc1C(=O)Nc1nc(-c2nc3ccccc3s2)cs1 the results were KDM5B inh inconclusive.
For CCCOc1ccc(CN2CCOCC2)cc1OC the results were KDM5B inh -6.7%.
Screening Cc1ccc(-c2noc(CN(C3CCCCC3)S(=O)(=O)c3ccc(F)cc3)n2)cc1 returned KDM5B inh -20.8%.
`COc1ccc(-c2nc3c(c(SCC(=O)N4CCCCC4)n2)Cc2c(CO)cnc(C)c2O3)cc1` gave KDM5B inh -20.5%.
COc1ccccc1NC(=O)N1CC[C@H]2CC(=O)N(CCc3cnc[nH]3)CC[C@H]2C1 was read as KDM5B inh 0.3%[86.2 µM].
`COCCCNc1cc(Cl)nc2ccnn12` gave KDM5B inh -9.1%[86.2 µM].
`COc1ccc(CNC(=O)C2CCN(C(=O)c3ncn4c3COC(c3ccccc3)C4)CC2)cc1` (stereo not drawn) gave KDM5B inh 16.3%.
Screening CC(C)OCc1ccc(CNC(=O)CNC(=O)C2CCCC2)cc1 returned KDM5B inh 19.5%.
`CC(C)(C)OC(=O)N1CCC(c2c(C(=O)N3CCN(c4ccccc4)CC3)cnn2-c2ccccc2)CC1` gave KDM5B inh -7.0%.
`O=C1NCc2ccccc2CC12CCN(CC1CCCCC1)CC2` gave KDM5B inh 41.0%[activator][149 µM].
`O=C(c1cc(-c2ccc(-c3ccccc3)cc2)nc2ccccc12)N1CCN(c2ncccn2)CC1` gave KDM5B inh inconclusive.
`CCOc1ccc(NC(=O)C2CC(=O)N(c3n[nH]c4cccc(F)c34)C2)cc1` (stereo not drawn) gave KDM5B inh 22.4µM*.
Screening COc1cc(NC(=C(C#N)C#N)C(F)(F)C(F)(F)F)cc(OC)c1 returned KDM5B inh 0.9%.
`CCOC(=O)c1ccc(Nc2nc(N)c(C(=O)c3ccc(C)cc3C)s2)cc1` gave KDM5B inh -18.0%.
Screening Cc1cnc(C(=O)NCC(c2ccccc2)c2c[nH]c3ccccc23)cn1 (stereo not drawn) returned KDM5B inh 1.7%.
CCCOc1ccc(CN(C(=O)c2cc(=O)c3cc(Cl)ccc3o2)C2CCS(=O)(=O)C2)cc1 (stereo not drawn) was read as KDM5B inh 1.5%.
CC(NC(=S)NC1CCC(C(C)(C)C)CC1)c1ccccc1 (stereo not drawn) was read as KDM5B inh 1.3%.
Screening COC(=O)N1CCn2c(nnc2-c2ccccc2)C1 returned KDM5B inh -0.2%[86.2 µM].
`Cc1cnc(NC(=O)Cc2ccc3ccccc3c2)s1` gave KDM5B inh inconclusive.
For Cc1nn(C)c2c1c(-c1ccccc1)cc(=O)n2Cc1ccc(Br)cc1F the results were KDM5B inh 5.2%.
`COC(=O)c1cc2sc(C)cc2n1Cc1nc(-c2ccc(C)cc2)oc1C` gave KDM5B inh -22.0%.
C/C(=N/NS(=O)(=O)c1ccc(C)cc1)c1c(O)c2ccccc2oc1=O was read as KDM5B inh 9.0%.
`Cc1cccc(CC(=O)N2CC(F)(F)C[C@H]2c2nnc(C3CC3)o2)c1` gave KDM5B inh -6.5%.
`O=C(NCCCn1ccnc1)c1ccc(S(=O)(=O)Nc2ccccc2)cc1` gave KDM5B inh 25.1%.
Cc1nc(SCC(=O)NCCc2ccccc2)c2c(=O)n(C)c(=O)n(C)c2n1 was read as KDM5B inh 13.2%.
CC(C)CC(NC(=O)C1CCCN1C(=O)[C@@H](C)NC(=O)OCc1ccccc1)C(=O)NCC(N)=O (stereo partly drawn) was read as KDM5B inh -0.5%.
COc1cc(OC)c(OC)cc1CN1CCN(Cc2cc(OC)c(O)c(OC)c2)CC1 was read as KDM5B inh -53.0%.
Screening Cc1ccc(C(=O)Nc2ccc3c(N4CCCCC4)ncnc3c2)cc1F returned KDM5B inh inconclusive.
For Cc1c(O)ccc2c(CN3CCN(Cc4cccc(C(F)(F)F)c4)CC3)cc(=O)oc12 the results were KDM5B inh inconclusive.
`CN1C(=O)C(c2ccccc2)CC12CCN(C(=O)C1CCC(O)CC1)CC2` (stereo not drawn) gave KDM5B inh -8.3%.
Screening O=C(CCCCn1c(=O)c2ccccc2n(CC(=O)Nc2ccc(F)cc2F)c1=O)NCc1ccccc1Cl returned KDM5B inh -4.6%.
Screening CCOC(=O)c1nc(N2CCOCC2)c2ccccc2n1 returned KDM5B inh -21.2%.
`CCCn1c(C)nc2c(c1=O)c1nc3ccccc3nc1n2-c1ccccc1` gave KDM5B inh inconclusive.
For CNS(=O)(=O)c1cccc(C(=O)OCc2cc(=O)oc3cc(C)ccc23)c1 the results were KDM5B inh 19.4%.

Not all compounds are listed, so the mix of outcomes need not match the whole.
